High-throughput results from PubChem.
FXN GAA850 act – frataxin GAA850 promoter activation; HEK293 lucGAA850 FXN promoter luciferase reporter, 24 h; percent of 10 µM SAHA response; hit rate 0.56% among 360,000; activation, % at 6 µM;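 active means activation above the average of all compounds screened plus 3 SD, cutoff fixed separately per campaign, cut at about 7.5% in these data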;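 further: 0% = DMSO wells and 100% = 10 µM SAHA wells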
HGIII-sPLA2 inh – Blocks human group III sPLA2 activity. Q9NZ20. QFRET BODIPY PC-A2 liposome hydrolysis, fluorescence. inhibition, % at 12.2 µM. hit rate 0.56% among 370,000;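 active means inhibition above mean plus 3 SD of compounds lying within the high and low control bounds, cut at about 19% in these data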;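 further: 0% = median of test compound wells and 100% = no enzyme DMSO wells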
DAX1 inh-1 – inhibitors of DAX1 repression of SF-1 activated StAR promoter | HEK293T StAR-luciferase reporter, SF-1/DAX-1 repression relief | hit rate 1.1% among 370,000 | AID 652010 | inhibition, % at 6.8 µM;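 active means inhibition above the mean over all tested compounds plus 3 SD, cut at about 3.6% in these data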;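 further: 0% = DAX-1 cells with DMSO and 100% = cells lacking DAX-1 with DMSO; higher inhibition means more luminescence from relief of DAX-1 repression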
hgDAF12 agonist – hgDAF-12 agonism, primary luciferase screen | HEK293 GAL4-hgDAF12 UAS-luciferase reporter, agonist luminescence; normalized to butyrate control | activation, % at 6.8 µM | hit rate 1.8% among 370,000 | AID 687014;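 active means activation above a cutoff set at the mean of all screened compounds plus 3 SD, cut at about 10% in these data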;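 further: 0% = DMSO wells and 100% = sodium butyrate wells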
PLCg1 inh – PLC-gamma1 (human) inhibition, primary screen | purified PLC-gamma1, fluorogenic substrate, fluorescence | inhibition, % at 12.2 µM | hit rate 0.84% among 370,000 | AID 720700; in the data active means inhibition above about 9.5%
Target sequence (P19174 whole entry, looked up): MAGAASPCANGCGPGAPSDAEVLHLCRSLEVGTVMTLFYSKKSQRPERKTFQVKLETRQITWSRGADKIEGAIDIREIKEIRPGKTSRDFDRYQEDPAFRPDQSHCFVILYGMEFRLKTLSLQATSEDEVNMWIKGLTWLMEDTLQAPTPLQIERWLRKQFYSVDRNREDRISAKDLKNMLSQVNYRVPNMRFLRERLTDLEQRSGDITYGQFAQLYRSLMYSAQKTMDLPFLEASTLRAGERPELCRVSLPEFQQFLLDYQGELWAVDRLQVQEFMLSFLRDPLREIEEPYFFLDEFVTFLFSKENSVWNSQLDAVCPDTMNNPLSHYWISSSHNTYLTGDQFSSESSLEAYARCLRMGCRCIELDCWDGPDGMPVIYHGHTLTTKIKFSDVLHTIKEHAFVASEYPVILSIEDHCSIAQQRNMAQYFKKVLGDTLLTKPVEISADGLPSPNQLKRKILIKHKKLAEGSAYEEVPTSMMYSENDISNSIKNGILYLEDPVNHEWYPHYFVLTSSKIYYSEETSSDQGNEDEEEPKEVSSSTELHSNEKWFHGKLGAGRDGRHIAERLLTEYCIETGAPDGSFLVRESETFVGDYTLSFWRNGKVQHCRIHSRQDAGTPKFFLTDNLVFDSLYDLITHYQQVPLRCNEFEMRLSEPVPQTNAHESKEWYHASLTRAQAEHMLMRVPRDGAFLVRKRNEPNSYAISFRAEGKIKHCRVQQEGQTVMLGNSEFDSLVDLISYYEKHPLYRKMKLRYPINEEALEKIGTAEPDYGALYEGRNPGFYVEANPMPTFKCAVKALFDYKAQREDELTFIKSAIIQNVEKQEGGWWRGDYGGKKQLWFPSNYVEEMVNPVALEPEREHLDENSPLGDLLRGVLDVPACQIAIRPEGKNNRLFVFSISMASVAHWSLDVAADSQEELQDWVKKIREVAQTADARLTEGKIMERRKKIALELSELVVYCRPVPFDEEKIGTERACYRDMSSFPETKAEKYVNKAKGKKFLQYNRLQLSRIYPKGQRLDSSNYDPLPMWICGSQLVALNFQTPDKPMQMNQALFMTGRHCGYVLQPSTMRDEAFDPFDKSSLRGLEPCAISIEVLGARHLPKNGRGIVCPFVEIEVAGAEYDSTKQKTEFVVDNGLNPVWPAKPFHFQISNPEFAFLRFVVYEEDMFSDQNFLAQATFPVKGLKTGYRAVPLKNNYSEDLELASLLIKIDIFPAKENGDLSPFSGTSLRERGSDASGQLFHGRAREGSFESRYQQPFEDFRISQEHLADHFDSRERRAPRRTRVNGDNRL
DAX1 inh-2 – inhibits human nuclear receptor DAX1; P51843; HEK293 Gal4-DAX1 luciferase reporter, luminescence; inhibition, % at 6.75 µM; hit rate 0.99% among 340,000; AID 504766;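 active means inhibition above the mean over all tested compounds plus 3 SD, cut at about 4.2% in these data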;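 further: 0% = DAX1-transfected cells with DMSO and 100% = empty-vector control cells with DMSO; inhibition shows as a rise in luminescence from relieved DAX1 repression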
ssDAF12 agonist – S. stercoralis DAF-12 activation, primary screen. HEK293 ssDAF-12/GRIP1 lit1-tk-luc reporter, luminescence; % of 3 µM dafachronic acid response. activation, % at 6.8 µM. AID 652126. hit rate 1% among 370,000;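 active means activation above the mean over all tested compounds plus 3 SD, cut at about 0.9% in these data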;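 further: 0% = DMSO-only wells and 100% = 3 µM delta7-dafachronic acid wells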
PLC-beta3 inh – blocks human PLC-beta3 enzyme activity | Q01970 | Purified PLC-beta3, fluorogenic substrate, fluorescence | inhibition, % at 12.2 µM | hit rate 0.18% among 370,000 | AID 720704; in the data active means inhibition above about 11%;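 further: 0% = median of compound wells on plate and 100% = full blocker control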
ADAM17 inh – inhibits human ADAM17 | P78536 | recombinant ADAM17, EDANS/DABCYL FRET peptide cleavage | inhibition, % at 6.95 µM | hit rate 0.83% among 370,000;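 active means inhibition above the mean of compounds lying between control limits plus 3 SD, set per campaign, cut at about 8.5% in these data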;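 further: 0% = DMSO-only wells as the low control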
hcDAF12 agonist – activators of H. contortus DAF-12 nuclear receptor; HEK293 hcDAF-12 lit1-tk-luc reporter, luminescence; 0% DMSO, 100% Δ7-dafachronic acid; activation, % at 6.8 µM; hit rate 1.4% among 370,000; AID 652067;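 active means activation above the mean of all tested compounds plus 3 SD, cut at about 5.5% in these data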;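 further: 100% = response to 3 µM Δ7-dafachronic acid high control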
ADAM10 inh – ADAM10 inhibition, QFRET primary screen | O14672 | recombinant ADAM10, EDANS/DABCYL FRET peptide cleavage, 3 h | inhibition, % at 7 µM | hit rate 0.62% among 370,000;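 active means inhibition above a per-campaign cutoff equal to the mean of compounds falling between control-based bounds plus 3 SD, cut at about 20% in these data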;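 further: 0% = DMSO wells while the 100% control is not disclosed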
The depositor's hits bear a star; . = not tested or not shown.

SMILES | FXN GAA850 act | HGIII-sPLA2 inh | DAX1 inh-1 | hgDAF12 agonist | PLCg1 inh | DAX1 inh-2 | ssDAF12 agonist | PLC-beta3 inh | ADAM17 inh | hcDAF12 agonist | ADAM10 inh
O=S(=O)(NCC1CCCO1)c1ccc2ccccc2c1 (configuration not stated) | 3.4 | -7 | -0.5 | -0.9 | 3 | -0.3 | -1.2 | 0 | 0 | -0.9 | 3
COc1cc(C(=O)O[C@H]2C/C(C)=C/CC[C@@]3(C)O[C@@H]3[C@H](O)[C@@H]2C(C)C)cc(OC)c1OC | -6.7 | -14 | -0.7 | -4.3 | -3 | 0.2 | -1.7 | 2 | 0 | 0.1 | 9
O=C(CCC(=O)NC1CCCCCCC1)Nc1nnc(C(F)(F)F)s1 | 0.0 | -6 | -0.4 | -1.9 | 2 | 1.6 | -0.8 | -1 | -3 | -0.6 | 4
Cc1cc(NCc2ccncc2)ccc1Br | 2.2 | 6 | -0.1 | -1.0 | 4 | -0.8 | -1.1 | 2 | 3 | 0.2 | 5
Cc1ccc(C(=O)N2c3ccc(F)cc3CCC2C)o1 (configuration not stated) | 0.8 | -1 | -1.1 | -0.9 | 1 | -0.5 | -0.8 | -1 | -3 | 1.4 | 3
COCCn1c(SCC(=O)Nc2cc(C)on2)nc2c(c1=O)SC(C)C2 (configuration not stated) | 1.1 | 4 | 0.1 | -0.8 | 3 | -0.6 | -1.2 | 1 | 1 | -0.3 | 8
CCC(C(=O)NCc1ccc(F)cc1)N(Cc1ccco1)C(=O)c1snc(C(N)=O)c1N (configuration not stated) | -0.4 | -1 | 0.3 | -1.5 | -40 | -0.4 | -1.7 | -52 | -30 | -1.2 | -83
CC(C)OC(=O)CSc1nc2cc3c(cc2cc1C#N)OCO3 | 5.2 | -2 | -0.7 | 2.7 | -15 | 0.5 | -0.7 | -20 | -4 | -1.6 | -19
O=C(c1ccncc1)c1ccc(N2CCN(C3CC(=O)N(Cc4cccs4)C3=O)CC2)cc1 (configuration not stated) | -3.9 | -6 | -2.8 | 1.0 | -5 | -3.9 | -2.2 | -19 | 1 | -3.4 | 2
Nc1ccc(S(=O)(=O)c2ccc(N3CCOCC3)c(N)c2)cc1 | 3.5 | 5 | -1.6 | -4.8 | 0 | -0.1 | -1.0 | -5 | 0 | -2.4 | -15
COc1ccc(C=NN(C)C(=O)Nc2cccc(Cl)c2)cc1OC | . | -1 | -1.1 | 1.5 | -2 | . | -1.8 | 1 | 0 | -2.4 | -4
CCSc1nccc(-c2nn(-c3ccc(C)cc3)ccc2=O)n1 | -4.4 | -2 | -2.6 | 0.3 | -150 | -2.2 | -1.6 | -193 | -29 | -2.0 | -88
Cc1ccccc1N=C1N=C(N)c2ccccc21 | 0.0 | 1 | -0.2 | -0.8 | 3 | -0.2 | -1.9 | 1 | -2 | -0.4 | -3
Cc1cc(C)cc(NC(=O)CSc2nc(CSc3ccc(Cl)cc3)cc(=O)[nH]2)c1 | 0.6 | 9 | 0.1 | -1.1 | -2 | -1.1 | -1.0 | -8 | -3 | 1.8 | -6
N=c1sccn1CC(=O)Nc1cc(Cl)ccc1[N+](=O)[O-] | 1.5 | 6 | 0.0 | 0.9 | 4 | -0.5 | -0.4 | 3 | -3 | -1.0 | -7
CC(C(=O)Nc1cccc(S(=O)(=O)N2CCOCC2)c1)N1CCN(C)CC1 (configuration not stated) | 0.5 | -2 | -0.5 | 1.8 | 3 | 0.1 | -1.1 | -5 | -4 | -0.8 | -4
Cc1ccc(S(=O)(=O)N2[C@@H](c3ccc(Br)cc3)C(C(=O)O)=CC[C@H]2c2ccc(C(C)C)cc2)cc1 | -0.1 | -2 | 1.0 | -1.9 | 2 | 0.0 | -0.7 | 1 | 0 | -0.9 | 6
CCOc1ccc(N(CCCCO)C(=S)NC(=O)c2ccc(C)c(Br)c2)cc1 | 2.2 | 8 | 0.3 | 2.5 | -20 | -1.4 | -1.0 | -36 | -3 | -2.1 | -8
OC(COc1ccccc1)CN1CCN(CC(O)COc2ccccc2)CC1 (configuration not stated) | -1.0 | 1 | -0.2 | -0.4 | 2 | 0.7 | -0.7 | 3 | 0 | -0.3 | 2
O=S(=O)(NCCC1CC1(Cl)Cl)c1ccccc1 (configuration not stated) | -1.0 | -4 | -0.7 | 0.5 | -1 | 1.8 | -0.7 | -5 | 1 | 0.6 | 3
CCCn1nnc(NC(=O)C(c2ccccc2)c2ccccc2)n1 | -0.4 | 6 | 0.4 | 0.6 | 3 | -0.3 | -0.9 | 8 | 0 | 0.1 | 6
O=C(OCC(=O)N1CCCC1)c1c[nH]c2ccccc12 | 2.0 | -3 | 0.8 | -0.2 | -1 | 0.5 | -1.4 | -2 | 2 | -0.8 | 0
CC(=O)Nc1c2c(nn1-c1ccc(C)cc1C)CS(=O)C2 (configuration not stated) | 2.5 | 2 | 0.1 | 3.9 | 4 | -0.2 | -1.0 | 3 | 1 | -0.7 | 1
O=C(CCCSc1nc2ccccc2[nH]1)NCc1ccccc1Cl | 2.3 | -10 | 0.7 | 0.1 | -1 | -0.3 | -1.4 | 1 | 2 | -2.3 | 6
COc1cc(/C=C/C(=O)OCC(=O)NCCN2C(=O)CSC2=O)ccc1OC(F)F | 1.2 | -28 | -1.1 | -0.5 | -8 | 0.1 | -2.2 | -20 | -11 | -0.8 | -30

Continued:
SMILES | FXN GAA850 act | HGIII-sPLA2 inh | DAX1 inh-1 | hgDAF12 agonist | PLCg1 inh | DAX1 inh-2 | ssDAF12 agonist | PLC-beta3 inh | ADAM17 inh | hcDAF12 agonist | ADAM10 inh
CCCCOc1ccc(C(=O)NNC(=O)C2C3CCC(C3)C2C(=O)O)cc1 (configuration not stated) | 2.2 | 2 | 0.6 | 4.7 | 3 | 1.2 | -1.1 | -7 | -4 | -2.0 | 2
Cc1cccc(SC2CCN(Cc3nc(CC4CC4)no3)CC2)c1 | -0.9 | -5 | 0.1 | -4.0 | -2 | 0.1 | -1.5 | -5 | -1 | 0.2 | 0
CN1CCN(S(=O)(=O)c2ccc(NC(=O)Nc3cccc(Cl)c3)cc2)CC1 | -0.3 | -34 | -0.1 | 3.1 | 0 | 0.0 | -1.1 | 0 | -2 | -1.9 | 2
Cc1ccc(-c2ccc(C(=O)O)[nH]2)cc1 | 0.7 | -7 | 2.8 | 4.7 | -2 | 4.0 | -0.2 | -7 | -2 | 2.9 | 2
O=C(NCCc1csc(-c2cccnc2)n1)c1ccc(Br)o1 | -1.8 | -1 | 0.4 | -1.9 | -6 | 0.6 | -1.7 | -3 | 0 | -3.3 | -8
COC(=O)[C@@H](NC(=O)NCc1ccco1)C(C)C | -0.1 | 3 | 0.5 | -2.5 | 2 | 0.5 | -0.7 | 1 | -2 | -0.4 | 0
CCC1CCCCN1C(=S)NC1CCCCC1 (configuration not stated) | 0.9 | 10 | -0.1 | -3.1 | 1 | -0.9 | -1.2 | 1 | 0 | -1.3 | 6
COc1ccc(CCNC(=O)C(C(=O)c2ccccc2)n2ccccc2=O)cc1OC (configuration not stated) | -2.6 | 0 | -0.1 | 0.5 | 3 | -0.6 | -1.1 | 3 | -3 | 1.7 | 5
Cn1nnnc1SCCNCc1ccccc1OCc1ccc(F)cc1 | 1.3 | -1 | -0.2 | -1.6 | 3 | 1.7 | -0.9 | -4 | -3 | 0.1 | 5
Cc1nn(CC(=O)Nc2cc(S(=O)(=O)N3CCOCC3)ccc2Cl)c(C)c1[N+](=O)[O-] | 2.3 | -5 | -1.8 | -2.8 | 4 | -0.4 | -1.9 | -4 | 0 | -1.6 | 5
O=C(/C=C/c1cccs1)Nc1scc(-c2ccccc2)c1C(=O)O | 0.8 | -7 | 4.7* | 13* | -35 | 0.2 | 0.2 | -58 | -2 | 3.1 | 4
Cc1noc(C)c1-c1ccc(C(=O)NCC2CC2)c2occc12 | 3.8 | 0 | -0.6 | -1.1 | -2 | . | -0.5 | 2 | -2 | -0.7 | -7
CCOc1ccccc1NC(=O)c1ccccc1-c1ccccc1 | -0.2 | 1 | -0.6 | 0.4 | -4 | -0.8 | -1.1 | -8 | 2 | -3.0 | 5
COc1cc(CCC(=O)NCc2ccc3c(c2)OCO3)cc(OC)c1OC | 0.0 | -3 | -0.3 | 1.2 | -2 | -0.3 | -1.6 | -2 | -5 | -1.5 | -2
O=[N+]([O-])c1cc2c(c(CSc3nnc4ccccn34)c1)OCOC2 | -0.6 | 13 | 0.2 | -2.9 | -1 | 0.2 | -1.2 | -1 | -5 | -0.3 | -6
Cc1ccc(S(=O)(=O)NC(CCC(N)=O)C(=O)NCc2ccc3c(c2)OCO3)c(C)c1 (configuration not stated) | -1.3 | 1 | -0.1 | 1.8 | -1 | -0.6 | -0.9 | -6 | -4 | -1.1 | -8
COCCN(CCOC)c1ncnc2c1cnn2-c1ccc(Cl)cc1 | -0.7 | 2 | 0.6 | 2.8 | 4 | 1.1 | -1.3 | 1 | 5 | -0.6 | 2
O=C(NCc1ccccc1)C1CCCN(S(=O)(=O)c2ccc(F)cc2)C1 (configuration not stated) | -1.4 | -5 | -1.3 | -0.5 | 1 | -0.1 | -1.1 | -4 | 2 | -1.3 | 1
Cc1ccc2c(c1)c(C1=NC(=S)NC1=O)c(O)n2C | -2.0 | 3 | 0.0 | -0.4 | -2 | -0.2 | -0.2 | 0 | -6 | 1.7 | -6
CC1CCCCC1NC(=O)Cn1cccc1C(=O)c1ccccc1 (configuration not stated) | 0.3 | 2 | 0.0 | 2.9 | -2 | 0.2 | -0.8 | -7 | 1 | -2.5 | -8
CCc1nc2ccc(C(=O)NCCc3ccccn3)cn2c1N(CCC(C)C)CCN(C)C | -1.1 | -9 | 2.4 | 5.0 | -4 | . | -0.4 | -6 | -6 | 1.6 | -18
COc1ccc(CCNC(=O)CC2Oc3ccc(Cl)cc3NC2=O)cc1OC (configuration not stated) | 2.5 | 0 | 0.1 | -0.6 | 1 | 1.3 | -1.1 | 6 | -1 | -0.8 | -5
CC1CN(C(=O)COC(=O)c2ccccc2O)CC(C)O1 (configuration not stated) | 2.9 | 1 | 0.0 | -2.1 | 0 | 0.1 | -1.1 | -3 | -1 | -1.0 | 2
CCc1nccn1Cc1cc(C=O)ccc1OC | -0.2 | 6 | 0.0 | -1.1 | -1 | 0.7 | -1.7 | -5 | -3 | 0.4 | -3
CCN(C(=O)COC(=O)c1cn(-c2ccccc2)nc1-c1ccccc1)C1CCS(=O)(=O)C1 (configuration not stated) | 1.2 | -19 | 0.2 | 0.9 | 1 | 0.4 | -1.8 | -6 | 1 | -1.9 | -1

Already shown: entries from further up.
SMILES | FXN GAA850 act | HGIII-sPLA2 inh | DAX1 inh-1 | hgDAF12 agonist | PLCg1 inh | DAX1 inh-2 | ssDAF12 agonist | PLC-beta3 inh | ADAM17 inh | hcDAF12 agonist | ADAM10 inh
CC1CN(C(=O)COC(=O)c2ccccc2O)CC(C)O1 (configuration not stated) | 2.9 | 1 | 0.0 | -2.1 | 0 | 0.1 | -1.1 | -3 | -1 | -1.0 | 2
CCc1nccn1Cc1cc(C=O)ccc1OC | -0.2 | 6 | 0.0 | -1.1 | -1 | 0.7 | -1.7 | -5 | -3 | 0.4 | -3
CCN(C(=O)COC(=O)c1cn(-c2ccccc2)nc1-c1ccccc1)C1CCS(=O)(=O)C1 (configuration not stated) | 1.2 | -19 | 0.2 | 0.9 | 1 | 0.4 | -1.8 | -6 | 1 | -1.9 | -1
